DAX1 inh-1: inhibitors of DAX1 repression of SF-1 activated StAR promoter | HEK293T StAR-luciferase reporter, SF-1/DAX-1 repression relief | inhibition, % at 6.8 µM | hit rate 1.1% among 370,000 | AID 652010;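 active means inhibition above the mean over all tested compounds plus 3 SD, cut at about 3.6% in these data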;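 further: 0% = DAX-1 cells with DMSO and 100% = cells lacking DAX-1 with DMSO; higher inhibition means more luminescence from relief of DAX-1 repression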
SMARCA2 act: increases SMARCA2 function in MMTV reporter cells; MG213 cells, MMTV-luciferase reporter, dexamethasone, overnight; activation, % at 9.1 µM; hit rate 1% among 370,000; in the data active means activation above about 7.8%;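 further: 0% = vehicle wells and 100% = reference activator wells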
ADAM17 inh: ADAM17 inhibition, QFRET primary screen. P78536. recombinant ADAM17, EDANS/DABCYL FRET peptide cleavage. inhibition, % at 6.95 µM. hit rate 0.83% among 370,000. AID 720648;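 active means inhibition above the mean of compounds lying between control limits plus 3 SD, set per campaign, cut at about 8.5% in these data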;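 further: 0% = DMSO-only wells as the low control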
NPR1 activator: GC-A (human) enzyme activation; P16066; HEK293 GC-A cells, cGMP TR-FRET, EC30 ANP; 0% at EC30 ANP, 100% saturating ANP; activation, % at 10 µM; hit rate 0.14% among 370,000; in the data active means activation above about 40%
Target sequence (P16066 whole entry, looked up): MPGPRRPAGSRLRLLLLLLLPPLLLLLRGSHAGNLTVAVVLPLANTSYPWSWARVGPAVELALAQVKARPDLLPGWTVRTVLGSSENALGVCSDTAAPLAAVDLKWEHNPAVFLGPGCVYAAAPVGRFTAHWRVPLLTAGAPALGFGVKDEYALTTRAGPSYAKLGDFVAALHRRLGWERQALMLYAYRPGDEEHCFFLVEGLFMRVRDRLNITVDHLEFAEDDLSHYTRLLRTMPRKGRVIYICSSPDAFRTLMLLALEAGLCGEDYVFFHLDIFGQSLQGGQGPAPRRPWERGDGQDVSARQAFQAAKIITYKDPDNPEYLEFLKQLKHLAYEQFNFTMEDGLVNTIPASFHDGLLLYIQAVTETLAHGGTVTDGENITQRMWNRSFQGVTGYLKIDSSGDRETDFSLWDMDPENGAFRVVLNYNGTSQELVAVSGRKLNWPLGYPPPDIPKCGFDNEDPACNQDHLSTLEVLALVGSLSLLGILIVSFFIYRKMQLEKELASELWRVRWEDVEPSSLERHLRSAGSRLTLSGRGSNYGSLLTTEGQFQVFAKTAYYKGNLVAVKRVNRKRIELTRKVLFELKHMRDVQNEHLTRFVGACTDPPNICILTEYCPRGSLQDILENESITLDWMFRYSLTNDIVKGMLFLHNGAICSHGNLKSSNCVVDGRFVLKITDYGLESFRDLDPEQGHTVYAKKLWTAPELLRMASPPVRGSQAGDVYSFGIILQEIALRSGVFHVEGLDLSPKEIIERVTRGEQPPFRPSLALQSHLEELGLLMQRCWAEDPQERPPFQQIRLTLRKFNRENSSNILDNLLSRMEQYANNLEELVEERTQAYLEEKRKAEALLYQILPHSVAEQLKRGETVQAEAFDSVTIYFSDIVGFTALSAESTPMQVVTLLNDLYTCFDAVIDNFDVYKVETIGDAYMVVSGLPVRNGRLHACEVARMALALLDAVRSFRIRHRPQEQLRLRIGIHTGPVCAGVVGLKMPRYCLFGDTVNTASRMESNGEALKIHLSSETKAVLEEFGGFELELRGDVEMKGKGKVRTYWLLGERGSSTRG
hgDAF-12 ag: agonists of H. glycines DAF-12 nuclear receptor. HEK293 GAL4-hgDAF12 UAS-luciferase reporter, agonist luminescence; normalized to butyrate control. activation, % at 6.8 µM. hit rate 1.8% among 370,000. AID 687014;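 active means activation above a cutoff set at the mean of all screened compounds plus 3 SD, cut at about 10% in these data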;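 further: 0% = DMSO wells and 100% = sodium butyrate wells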
PG9 Ab binder: small molecules binding HIV-1 gp120 antibody PG9; hit rate 0.43% among 360,000; TR-FRET gp120-PG9 antibody binding; inhibition, % at 6.7 µM; in the data active means inhibition above about 8.5%
ADAM10 inh: inhibits human ADAM10; AID 720582; recombinant ADAM10, EDANS/DABCYL FRET peptide cleavage, 3 h; O14672; hit rate 0.62% among 370,000; inhibition, % at 7 µM;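 active means inhibition above a per-campaign cutoff equal to the mean of compounds falling between control-based bounds plus 3 SD, cut at about 20% in these data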;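 further: 0% = DMSO wells while the 100% control is not disclosed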
hcDAF-12 act: activates DAF-12 receptor from parasite H. contortus. hit rate 1.4% among 370,000. activation, % at 6.8 µM. AID 652067. HEK293 hcDAF-12 lit1-tk-luc reporter, luminescence; 0% DMSO, 100% Δ7-dafachronic acid;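 active means activation above the mean of all tested compounds plus 3 SD, cut at about 5.5% in these data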;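 further: 100% = response to 3 µM Δ7-dafachronic acid high control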
DAX1 inh-2: inhibitors of human orphan nuclear receptor DAX1 (NR0B1); P51843; hit rate 0.99% among 340,000; AID 504766; HEK293 Gal4-DAX1 luciferase reporter, luminescence; inhibition, % at 6.75 µM;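 active means inhibition above the mean over all tested compounds plus 3 SD, cut at about 4.2% in these data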;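 further: 0% = DAX1-transfected cells with DMSO and 100% = empty-vector control cells with DMSO; inhibition shows as a rise in luminescence from relieved DAX1 repression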
FXN GAA850 act: activators of GAA850 frataxin (FXN) promoter; HEK293 lucGAA850 FXN promoter luciferase reporter, 24 h; percent of 10 µM SAHA response; hit rate 0.56% among 360,000; activation, % at 6 µM;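 active means activation above the average of all compounds screened plus 3 SD, cutoff fixed separately per campaign, cut at about 7.5% in these data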;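 further: 0% = DMSO wells and 100% = 10 µM SAHA wells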
ssDAF-12 act: S. stercoralis DAF-12 activation, primary screen; HEK293 ssDAF-12/GRIP1 lit1-tk-luc reporter, luminescence; % of 3 µM dafachronic acid response; activation, % at 6.8 µM; hit rate 1% among 370,000; AID 652126;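 active means activation above the mean over all tested compounds plus 3 SD, cut at about 0.9% in these data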;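 further: 0% = DMSO-only wells and 100% = 3 µM delta7-dafachronic acid wells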
* marks the source's active call; other numbers are inactive results; · = not tested or not shown.

SMILES	DAX1 inh-1	SMARCA2 act	ADAM17 inh	NPR1 activator	hgDAF-12 ag	PG9 Ab binder	ADAM10 inh	hcDAF-12 act	DAX1 inh-2	FXN GAA850 act	ssDAF-12 act
CCOC(=O)c1cnn(-c2ccc(C)cc2)c1N	1.6	0	-4	6	6.2	1.1	-2	1.1	0.6	3.8	-0.9
Cc1ccc([C@H]2C[C@@H](O)[C@H](n3cc(COC(=O)c4ccccc4)nn3)CN2CC2CCCCC2)cc1	0.9	0	-3	0	-2.0	-0.5	-11	0.1	-0.7	2.9	-1.3
Cc1cc(F)ccc1S(=O)(=O)N1CCC2(CC1)OCCN2S(=O)(=O)c1cccs1	-0.3	-4	4	-1	-3.5	0.3	5	-0.5	-0.4	1.2	-1.5
CCCn1c(N)c(C(=O)CSc2nnc(C)n2Cc2ccccc2)c(=O)n(C)c1=O	-0.3	-4	1	-1	-0.8	0.0	-3	-0.2	-0.3	-0.6	-1.6
O=C(OCC(=O)N1CCOCC1)c1cccc(F)c1	0.8	1	-5	5	7.8	0.7	-8	2.1	1.3	2.7	-0.3
CSCCCNC(=O)c1oc(=O)c2ccccc2c1-c1ccc(C)cc1	-1.7	-1	-3	-21	3.4	·	-8	-1.3	·	·	-1.3
O=C(CNC(=O)c1ccco1)N/N=C/c1cccs1	0.6	-1	-4	7	1.8	0.5	0	-2.4	-0.9	1.8	-1.2
O=C(Nc1ccc(Br)cc1)c1cccc(OC(=S)N2CCOCC2)c1	-0.5	-3	2	0	0.2	0.5	-3	0.3	-2.2	-0.6	-0.9
COC(CNC(=O)c1ccc2c(c1)nc(C)n2-c1cccc(F)c1)OC	0.4	1	-6	5	0.7	2.0	-1	0.6	0.6	-0.4	-1.5
O=C(O)/C=C/C(=O)NCCC1=CCCCC1	-0.5	-1	-4	3	-3.8	-0.6	-2	-0.5	-1.1	1.8	-0.2
Cc1ccc(NC(=O)CCC(=O)NNC(=O)c2ccccc2[N+](=O)[O-])c(C)c1	0.6	1	-1	4	-0.6	-1.0	3	-2.1	-0.1	2.1	-1.0
CC(=O)c1c(O)ccc2c(-c3ccccc3)cc(=O)oc12	0.4	-4	-12	1	-0.6	1.2	-39	0.4	-0.6	3.0	-0.8
COC(=O)Cn1c(=NC(=O)c2sc3ccccc3c2Cl)sc2cc(S(N)(=O)=O)ccc21	0.2	-3	-10	-14	-1.2	11*	-32	-0.7	-0.2	2.7	-1.8
CCC(C)c1ccc(NC(=S)N2CCN(c3ccccn3)CC2)cc1 (stereo not drawn)	-1.4	1	1	3	1.9	-1.1	-7	0.1	-0.8	1.1	-0.8
COc1cccc(C(=O)Nc2nc3ccccc3[nH]2)c1	2.8	2	-3	1	11*	1.1	-5	7.4*	-3.9	-5.8	-0.1
CCOc1cc2[nH]c(=S)n(CCOC)c(=O)c2cc1OCC	-0.3	1	-1	4	2.9	-1.4	3	-1.2	1.7	-1.1	-1.5
CCN1CCCC1CNC(=O)CSCc1nc(-c2ccccc2C)oc1C (stereo not drawn)	-0.1	-2	-6	-4	0.4	-0.1	-8	-1.3	-1.2	1.2	-0.9
O=C(NCc1ccccc1)Nc1nnc([C@@H]2C[C@H](O)[C@@H](CO)O2)s1	0.7	-8	7	2	1.8	-1.7	3	0.3	·	-0.1	-1.1
COc1ccccc1NC(=O)CSc1ncn(-c2ccccc2)n1	-0.7	0	-3	-3	-1.1	1.8	-2	-2.5	-3.2	-1.3	-1.5
COc1ccc(-c2noc(CCC(=O)NC3CCCCC3)n2)cc1OC	-0.7	-1	-6	-1	-2.0	0.7	5	-0.1	0.1	0.2	-1.6
O=c1cc(Br)c(O)c(Br)cc1Br	0.6	-2	-4	-3	-0.8	0.9	-11	-0.2	0.9	-1.0	-1.4
Nc1ccc(CNc2ncn[nH]2)cc1	0.0	-3	-6	5	2.2	-0.7	2	-0.8	-0.1	-1.1	-1.5
COc1ccc(NC(=S)NC(=NS(=O)(=O)c2ccc(Cl)cc2)c2ccccc2)cc1	3.1	-1	6	-1	13*	0.4	5	2.4	2.0	1.5	0.6
COc1ccc(/C=C/C(=O)c2ccc3ccccc3c2O)cc1CN1CCOCC1	-0.2	-2	-18	3	-3.0	-1.6	-63	-2.2	0.3	3.1	-1.3
CCCOc1ccc(C(=O)OCCN2CCCCC2)c(O)c1	0.0	1	-4	8	4.8	3.1	-4	5.3	0.5	1.1	0.7

The list continues.
SMILES	DAX1 inh-1	SMARCA2 act	ADAM17 inh	NPR1 activator	hgDAF-12 ag	PG9 Ab binder	ADAM10 inh	hcDAF-12 act	DAX1 inh-2	FXN GAA850 act	ssDAF-12 act
CCNC(=O)c1cnn(-c2ccccc2)c1-c1ccccc1	0.0	-4	1	1	-0.6	-2.7	3	-1.0	-1.1	0.7	-0.3
CCCC(=O)Nc1ccc2c(c1)C(=O)N(C)C[C@@H](OC)[C@H](C)CN(Cc1ccc(-c3ccccn3)cc1)[C@@H](C)CO2	0.0	-4	-2	-2	-2.7	-0.1	-21	0.3	·	·	-0.9
O=C1COc2ccc(C(=O)c3ccccc3C(=O)O)cc2N1	-0.3	-4	4	3	1.8	-3.0	10	-0.3	0.6	-1.3	-0.9
CCCOc1ccc(-c2nc3c(c(=O)[nH]c(=O)n3Cc3ccccc3)n2CCO)cc1OCC	-0.3	-4	-18	1	2.6	1.9	-24	0.6	0.4	0.9	-0.5
O=C(O)CN1C(=O)/C(=C\c2cc(Br)ccc2OCc2ccc(Cl)cc2)SC1=S	0.6	-2	-3	-2	0.8	-2.0	9	-1.9	-0.8	2.0	-0.4
CC(=O)c1ccc(NC(=O)CCc2ccc(C)o2)cc1	0.8	-1	-5	2	0.4	1.4	1	1.2	-1.1	1.4	-1.3
CCCCc1ccc(NC(=O)CN2C(=O)NC(Cc3ccccc3)C2=O)cc1 (stereo not drawn)	-0.1	0	2	1	-0.8	-1.9	2	-0.8	-0.6	-0.2	-1.3
CCOC(=O)C1CCN(C(=O)CSC2=NCCS2)CC1	-0.1	-2	-5	3	-0.5	1.9	-4	1.0	2.5	-0.5	-0.7
Cc1ccc(C(=O)N/N=C/c2ccoc2)cc1C	0.8	0	0	-5	-0.8	-0.8	-2	1.0	0.5	0.7	-1.0
Cc1cccc(-n2nc3c(c2NC(=O)c2ccco2)CS(=O)(=O)C3)c1C	1.9	-6	2	1	5.8	2.1	9	0.4	0.0	-0.7	-1.2
CCOC(=O)C1=C(C(=O)OCC)C2N(Cc3ccc(C(F)(F)F)cc3)c3ccccc3[C@@]23C[C@@H](C(=O)OC)N(S(=O)(=O)c2ccccc2C)C3=N1 (stereo partly drawn)	1.5	-6	8	4	1.1	-0.5	3	0.6	·	·	-0.8
O=C(O)CC(NC(=O)C(c1ccccc1)c1ccccc1)c1ccc(F)cc1 (stereo not drawn)	-0.1	6	1	3	-3.1	-0.8	16	-0.2	0.6	-1.1	-1.4
COc1ccc(S(=O)(=O)N2CCCCC2)cc1NS(=O)(=O)c1ccc(CNC(C)=O)cc1	-0.2	4	2	-1	2.6	-0.5	0	1.8	-0.1	-1.2	-0.5
O=C(Nc1ccc(Cl)c(Cl)c1)C1=Cc2ccccc2OC1	0.0	3	7	2	6.9	0.4	13	0.8	-0.2	9.1*	-0.8
CC(=O)N1CCCc2cc(S(=O)(=O)N3CCCC(C(=O)NCc4ccc(C)cc4)C3)ccc21 (stereo not drawn)	-0.6	2	1	2	-3.2	-2.0	3	-1.2	-0.5	-2.7	-0.9
CC(=O)c1ccc(NC(=O)Nc2ccc(Cl)cc2)cc1	6.5*	4	6	-5	15*	-1.4	13	7.1*	1.9	2.7	0.0
Cc1cc(N/N=C/c2ccc(O)cc2O)nc(N2CCOCC2)n1	0.4	-3	-3	2	3.1	-2.5	-4	2.4	3.9	4.5	-1.4
CC(=O)N1c2ccc(S(=O)(=O)N3CCC(C(=O)N4CCN(c5ccc(Cl)cc5)CC4)CC3)cc2CC1C (stereo not drawn)	-1.4	-2	1	0	-8.0	-1.6	12	-5.3	-1.4	-1.6	-1.7
CCSc1nc(=S)n(Cc2ccccc2)c(C)c1C(C)=O	0.3	-2	5	-1	-1.4	-1.7	-7	-0.8	-1.0	4.6	-0.6
COc1cc(NC(=O)C2CCC(CNS(=O)(=O)c3csc(C(N)=O)c3)CC2)cc(OC)c1 (stereo not drawn)	-1.0	-2	-1	-2	-1.1	-1.9	3	1.0	-0.1	0.0	-1.3
O=c1[nH]c(/C=C/c2cccnc2)c([N+](=O)[O-])c(=O)[nH]1	-0.2	-3	-1	4	-0.1	-1.3	-5	0.5	-0.1	-1.2	-0.8
CC1(Oc2cccc(C#N)c2)CCN(Cc2ccc(-c3ccccn3)cc2)C1 (stereo not drawn)	0.9	-1	0	-7	-3.5	-0.8	-1	-2.4	·	0.7	-1.6
Cc1cc(NC(=O)CSc2nc(-c3ccccc3)cs2)no1	-1.0	3	2	-1	0.0	-2.6	-2	-0.5	-0.4	-0.4	-1.0
COc1ccc(C(=O)N(C)Cc2ccc(C)o2)cc1OC1CCN(C(C)=O)CC1	-0.3	-2	-4	1	-0.1	-2.1	-12	-1.4	0.5	2.1	-1.1
COC(=O)[C@]12C[C@H](CC(=O)NCCCN3CCCC3=O)C(=O)N(CCC3=CCCCC3)C1=C[C@H](COCc1ccccc1)O[C@@H]2C	-1.6	1	2	4	-0.3	-0.2	8	-0.3	·	·	-1.5

Further records follow.
SMILES	DAX1 inh-1	SMARCA2 act	ADAM17 inh	NPR1 activator	hgDAF-12 ag	PG9 Ab binder	ADAM10 inh	hcDAF-12 act	DAX1 inh-2	FXN GAA850 act	ssDAF-12 act
CCN(CC(=O)Nc1c(F)cccc1F)C(=O)CC1CCCCC1	-0.8	-2	-9	-6	-0.6	-0.4	-1	1.5	0.6	-1.5	-0.7
COc1ccc(OC(C)C(=O)NCCc2nc3ccccc3[nH]2)cc1 (stereo not drawn)	-0.3	-1	-1	-1	0.5	0.5	7	0.8	-1.0	1.9	-0.9
Cc1cccc(C)c1OC(=O)CN(c1ccc(Cl)cc1)S(C)(=O)=O	-0.9	2	2	-9	0.3	-1.0	2	-2.5	-0.1	0.5	-0.8
CCOc1ccc(NS(=O)(=O)c2cccc(C(=O)NCC3(N(C)C)CCCCC3)c2)cc1	-0.6	-1	-3	2	-0.7	2.4	-4	0.7	0.4	-3.8	-1.0
COC(=O)c1cc(COC(=O)COc2ccc(C)c(C)c2)oc1C	0.4	0	-1	2	0.0	-0.8	2	-1.1	-0.2	-1.9	-0.9
CCC(CC)C(=O)Nc1c2c(nn1-c1ccc(F)cc1)CS(=O)(=O)C2	0.0	-1	0	5	-0.1	0.5	2	0.8	1.4	0.4	-0.6
Cc1cc(C(=O)NNC(=O)c2nn(C)c(=O)c3ccccc23)c(C)o1	0.1	-3	-6	-2	0.6	1.1	-9	-1.6	3.5	0.9	-1.9
Cc1ccc(CS(=O)Cc2ccc(C(=O)N3CCN(c4cccc(C)c4C)CC3)o2)cc1 (stereo not drawn)	-0.2	-1	4	-5	-1.1	-0.2	2	-2.0	0.6	-1.6	-1.2
COc1ccccc1NC(NC(=O)c1cccnc1)C(Cl)(Cl)Cl (stereo not drawn)	-0.3	-3	-4	-5	-1.0	0.7	-7	-1.5	3.6	-1.6	-1.4
